Source: PubChem BioAssay (National Center for Advancing Translational Sciences (NCATS))
Nrf2 ARE act = Nrf2 pathway activation. AREc32 ARE-luciferase reporter (MCF7-derived line), luminescence, 24 h. Potency, µM (doses to about 46.1 µM), without a hit: at the highest dose activation, most hits filed as activators. 410,000 tested, 0.31% active; further: potency means the concentration at half of the fitted maximal effect; % of control where 0% means no effect; nearly all actives have a fitted effect of over 65% in size
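For detection, Steady-Glo was added and plates sat 30 min at RT; before that, AREc32_Fluc cells grown overnight in OPTI-MEM/5% FBS had been treated with 23 nL compound for 24 hr at 37 deg C.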
MmCpn inh = inhibitors of Methanococcus maripaludis chaperonin (MmCpn) | purified Mm-Cpn ATPase, ADP Transcreener TR-FRET | Potency, µM (titrated, usually from 76.9 µM), inactives show at the top dose activity, negative = inhibition, hits mostly inhibitors | 330,000 tested, 0.031% active | AID 504842; further: potency means the concentration at half of the fitted maximal effect; on the % scale 0 is the no-effect control and ±100 the full control effect; nearly all actives have a fitted effect of over 80% in size
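Reaction buffer contained 30 mM Tris pH 7.4, 100 mM KCl, 5 mM MgCl2 and 1 mM DTT. Mm-CPN (25 nM final) hydrolysed 10 uM ATP over 30 min at 37°C; ADP was read by HTRF.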
ATXN viability = cell viability loss in ATXN counter-screen | S2 cells (HEK-293 line with an ATXN2-luciferase reporter) viability, CellTiter-Fluor protease fluorescence, 24 h | Potency, µM (top dose mostly 56.7 µM), most hits filed as cytotoxic | 400,000 tested, 0.49% active; further: potency means the concentration at half of the fitted maximal effect; nearly all actives have a fitted effect of over 40% in size
Nrf2 block = inhibitors of Nrf2 signaling | A549 ARE-Fluc reporter, luciferase luminescence, 18-24 h | Potency, µM (doses to about 46 µM), for inactives: at the top dose activity change, negative = inhibition, most hits filed as inhibitors | 360,000 tested, 2.1% active | AID 504444; further: potency means the concentration at half of the fitted maximal effect; on the % scale 0 is the no-effect control and ±100 the full control effect; nearly all actives have a fitted effect of over 60% in size
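A549 ARE_Fluc cells, 5000/well, 5% FBS OPTI-MEM; compounds in dose-response, 18-24 h at 37 °C/5% CO2; CellTiter-Fluor viability read (Ex 405/Em 525), then BugLite luciferase luminescence = Nrf2 activity.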
CCT modulator = modulators of cytosolic chaperonin (CCT/TRiC) activity; 360,000 tested, 0.3% active; activity change, % (no concentration beside the values), hits read low; purified chaperonin ATPase assay, HTRF ADP detection, 30 min; AID 651819; in the data active means activity change below about -30%; further: on the % scale 0 is the no-effect control and ±100 the full control effect
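Enzyme 40 or 20 nM (batch-dependent) in Tris pH 7.4/KCl/MgCl2/DTT; cpd 76 uM single point; ATP 10 uM; 30 min 37 °C; Transcreener ADP HTRF detection, 30 min RT; ratio 665/615.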
Akt phos inh = blocks phosphorylation of Akt; Neuro2A IGF-stimulated pAkt S473 HTRF, 20 min; active compounds read low; activity change, % for hits at 50 µM; 360,000 tested, 0.32% active; AID 651550; in the data active means activity change below about -80%; inconclusive means mostly about -51% to -80%; further: on the % scale 0 is the no-effect control and ±100 the full control effect
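Neuro2A cells in DMEM with 0.5% FBS, overnight at 37 deg C, given compound at single 50 µM final, then IGF (6 nM final) for 20 min at 37 deg C. Lysed; phospho-Akt Ser473 by HTRF after 24 h, 665/615 ratio.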
HepG2 viability = HepG2 cytotoxicity, counter-screen for TGF-b inhibitors; 410,000 tested, 0.76% active; Potency, µM (doses to about 46.1 µM), for the others: at the top dose activity change, negative = cytotoxicity, most hits filed as cytotoxic; HepG2 CAGA-GFP viability, ATP luminescence, 18 h; further: potency means the concentration at half of the fitted maximal effect; some results filed as inactive show a strong effect at the top dose
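HepG2 CAGA-GFP cells (1000/well, DMEM with 1% FBS) received compound, then TGF-beta at 500 pg/mL final, and were incubated 18 hours at 37 degrees C. Viability was read by CellTiter-Glo luminescence. Media-only wells were set as complete cell-killing and DMSO as no toxicity.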
A549 viability = counter-screen for Nrf2 inhibitors: cytotoxicity in A549 cells; A549 ARE-Fluc cells, CellTiter-Fluor viability, 18-24 h; Potency, µM (highest dose often 46 µM), without a hit: at the highest dose activity change, negative = cytotoxicity, hits mostly inhibitors; 390,000 tested, 0.16% active; AID 504648; further: potency means the concentration at half of the fitted maximal effect; on the % scale 0 is the no-effect control and ±100 the full control effect
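Cytotoxicity counterscreen: CellTiter-Fluor fluorescence was measured in A549 ARE_Fluc cells after 18-24 h of compound exposure in a concentration series. The subsequent BugLite luminescent read reports ARE-luciferase activity.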
TGFb SMAD3 inh = blocks TGF-b signaling. AID 588855. 410,000 tested, 1.2% active. Potency, µM (series often up to 46.1 µM), inactives show at the top dose activity, negative = inhibition, hits mostly inhibitors. HepG2 CAGA-GFP TGF-b/SMAD3 reporter, GFP fluorescence, 18 h; TGF-beta stimulated, 500 pg/mL final; further: potency means the concentration at half of the fitted maximal effect; on the % scale 0 is the no-effect control and ±100 the full control effect; nearly all actives have a fitted effect of over 65% in size
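HEPG2 CAGA-GFP, 1000 cells/well; 2 h settle, 37 C; cpd via pin tool; TGF-b 500 pg/mL final; 18 h, 37 C; GFP imaging ex488/em500-530; %Activity normalised to -TGF-b and +DMSO controls; CRC fit, curve class.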
* = called active by the depositor; i = inactive; ? = inconclusive; . = not tested or not shown; & = joins results of further samples; ! = a repeat was not active; [ ] = remark or other dose. Unless noted, the call rests on the fitted dose curve; in most records, active means well fitted curve in the direction sought with a large enough effect; inconclusive means small, poorly fitted or top-dose-only effect, or another doubt; inactive means no such curve, though single readings can be large; an effect the other way counts as inactive or inconclusive.

nr	Structure	Akt phos inh	MmCpn inh	A549 viability	TGFb SMAD3 inh	HepG2 viability	CCT modulator	ATXN viability	Nrf2 ARE act	Nrf2 block
1	O=C(C1CC1)N1CCc2cc(Br)cc(S(=O)(=O)N3CCCCCC3)c21	i	1%	-11%	0%	-26%	-1.3	?	0.5%	?
2	Fc1ccccc1COc1ccc(/C=N/NC(=S)NCc2ccccc2)cc1	i	-1%	-7%	-18%	-3%	-1.7	i	-0.1%	1%
3	COc1ccc(-n2c(SCc3ccc([N+](=O)[O-])cc3)nnc2-c2ccc(C)cc2)cc1	i	-1%	4%	-1%	-12%	-2.1	i	0.0%	?
4	COCCCN1C(=O)C(CC(=O)NC2CCCCC2)CC(C(=O)N(C(C)C)C(C)C)=C1C (stereo not drawn)	i	.	.	2%	10%	-0.7	i	-0.8%	.
5	Cn1c(-n2cccc2)c(-c2c(-c3ccccc3)[nH]c3c2c(=O)[nH]c(=O)n3C)c(=O)[nH]c1=O	.	0%	-10%	1%	-7%	.	i	0.3%	5%
6	CCCn1c(C)cc(C(=O)COC(=O)c2cc(S(=O)(=O)NCC(C)C)c(Cl)cc2Cl)c1C	i	0%	0%	0%	-4%	1.6	i	6.6%	.
7	COc1ccc(CCNC(=O)Cn2cc(C(F)(F)F)cc(Cl)c2=O)cc1	i	1%	2%	-13%	-33%	-1.0	i	2.3%	-13%
8	c1ccc(-c2nnsc2-c2ccccc2)cc1	i	2%	-1%	3%	-5%	-1.4	i	0.3%	-9%
9	CC(=O)N1N=C(c2ccco2)CC1c1ccc(C)cc1 (stereo not drawn)	i	3%	4%	1%	1%	0.9	i	2.8%	?
10	CC(=O)N1CCN(c2ccc(S(C)(=O)=O)cc2[N+](=O)[O-])CC1	i	-4%	-12%	-16%	26%	-3.3	i	0.4%	-2%
11	COc1cc(F)ccc1-c1csc(C(NC(C)=O)c2ccc(F)c(F)c2)n1 (stereo not drawn)	i	.	.	5%	-44%	1.2	i	7.4%	.
12	COc1cc(C(=O)N2CCN(C(=O)C3CCCO3)CC2)cc(OC)c1OC (stereo not drawn)	i	0%	-9%	-6%	0%	0.3	i	0.3%	-3%
13	COc1cc(Br)cc2cc(C(=O)N3CCN(C(=O)c4ccco4)CC3)c(=O)oc12	i	0%	-1%	-13%	-3%	1.7	i	-0.7%	9%
14	Cc1cc2c(=O)n(Cc3ccco3)c(SCC(=O)c3ccc(Cl)s3)nc2s1	i	-7%	?	-14%	-1%	-2.7	?	2.4%	.
15	OC[C@@H]1CN(Cc2ccccc2)C[C@H](n2cnc3c(N4CCCC4)ncnc32)O1	.	.	.	4%	-1%	0.2	i	0.0%	.
16	CC(C)C[C@@H](COCc1ccc(F)cc1)N1CCN(C(=O)c2cccc(C(F)(F)F)c2)CCC1=O	i	.	.	.	.	-3.2	?	2.0%	.
17	Cc1cc(C)c(C#N)c(Nc2ccc3c(c2)OCCO3)n1	i	2%	2%	2%	3%	-2.5	i	5.5%	2%
18	NC(=O)C1CCCNC1 (stereo not drawn)	i	2%	3%	12%	2%	-2.2	i	-0.4%	-6%
19	CCN(c1ccccc1)S(=O)(=O)c1ccc(OC)c(NC(=O)CNCCc2ccccc2)c1	i	-4%	-19%	-26%	-1%	0.5	?	5.1%	?
20	Cc1cccc(C)c1-n1nnnc1C1(C)CCC(=O)N1CC1CCCCC1 (stereo not drawn)	i	.	.	.	.	-0.1	i	0.4%	.
21	Cc1ccc(NC(=O)CC(C)S(=O)(=O)c2ccc3c(c2)NC(=O)CO3)c(Cl)c1 (stereo not drawn)	i	0%	-2%&5%	-6%&-19%	-16%&-17%	2.2	?	0.5%&-0.8%	?
22	CCOC(=O)C1CCCN(C(=O)C(CCSC)NC(=O)COc2ccccc2)C1 (stereo not drawn)	i	-1%	-5%	0%	-4%	0.9	i	0.3%	-3%
23	CCOC(=O)COc1cc(N)c(Cl)cc1Cl	i	0%	-2%	?	1%	0.6	i	-0.7%	-8%
24	CCCn1nc2cc(C(=O)NCC34CC5CC(CC(C5)C3)C4)ccc2c1OCC	i	-2%	-2%	?	-5%	0.5	?	3.1%	-4%
25	COc1ccc(/C=C/c2nc3ccccc3c(=O)o2)cc1	i	0%	1%	-1%	-51%	-1.3	i	-2.1%	?
26	CCOC(=O)N1CCN(C(=O)CCC2CCCC2)CC1	i	2%	-8%	10%	27%	1.2	i	-0.3%	1%
27	O=C(COC(=O)c1cnccn1)c1ccc(Cl)c([N+](=O)[O-])c1	i	0%	-3%	-9%	-29%	-2.3	i	17%	3%
28	C=CCn1cc(C(=O)NCCN(CC)CC)c(=O)c2cc(S(=O)(=O)N3CCCCCC3)ccc21	i	2%	3%	10%	-1%	-1.0	i	-0.1%	10%
29	Oc1ccc(NCc2ccccc2OCc2ccccc2)cc1	i	-6%	-13%&0%	8.9µM*	11µM*!	-0.6	.	4.1%&16%	0%&-2%
30	CC(C)n1nc(C(=O)Nc2nnc(SCc3c(Cl)cccc3Cl)s2)c2ccccc2c1=O	i	-23%	3%[1.84 µM]	2%	-7%	-1.8	i	-0.4%	?
31	COc1cc(C(=O)N2CC(C)OC(C)C2)c([N+](=O)[O-])cc1OC (stereo not drawn)	i	-1%	-11%[1.84 µM]	12%	-3%	0.0	?	0.2%	-2%
32	CCC(=O)N1C(C(=O)O)CSC1c1ccc(OC)cc1 (stereo not drawn)	i	1%	-1%	?	3%	0.1	i	-1.1%	-10%
33	COc1ccc2cc(C3(C)NC(=O)N(CC(=O)N4CCCCC4)C3=O)ccc2c1 (stereo not drawn)	i	1%	3%	4%	4%	0.5	i	1.6%	-6%
34	O=[N+]([O-])c1ccc(/C=N/NC2=NS(=O)(=O)c3ccccc32)cc1	i	-1%	6%	-7%	0%	-1.5	i	-0.8%	7%
35	COc1ccc(C2SCCN2S(=O)(=O)c2ccccc2)cc1OC (stereo not drawn)	i	1%	-2%	-10%	-1%	-3.5	?	0.2%	-23%
36	O=C(CSc1nnc(-c2ccccc2)n1C1CCCCC1)Nc1ccc(S(=O)(=O)Nc2ccccn2)cc1	.	2%	-10%	2%	6%	4.1	i	-0.7%	-24%
37	CCn1c(C)c(C(C)=O)c(N2CCN(C(=O)c3ccco3)CC2)nc1=S	i	-3%	-1%	0%	-2%	0.0	i	-0.5%	1%
38	Cc1ccc([N+](=O)[O-])cc1S(=O)(=O)Nc1ccccn1	i	0%	-5%	-2%	-13%	1.3	?	-0.1%	-10%
39	COc1ccccc1NC(=O)c1cc([N+](=O)[O-])ccc1N1CCOCC1	i	-3%	1%	15%	-2%	0.2	i	7.6%	-4%
40	O=C(Cc1ccccc1F)N1CCC(c2nc3c(nnn3Cc3ccc(F)cc3)c(=O)[nH]2)CC1	.	.	1%	?	-9%	.	.	4.5%	-8%

Reprinted at random: 4 entries already listed.
nr	Structure	Akt phos inh	MmCpn inh	A549 viability	TGFb SMAD3 inh	HepG2 viability	CCT modulator	ATXN viability	Nrf2 ARE act	Nrf2 block
39	COc1ccccc1NC(=O)c1cc([N+](=O)[O-])ccc1N1CCOCC1	i	-3%	1%	15%	-2%	0.2	i	7.6%	-4%
36	O=C(CSc1nnc(-c2ccccc2)n1C1CCCCC1)Nc1ccc(S(=O)(=O)Nc2ccccn2)cc1	.	2%	-10%	2%	6%	4.1	i	-0.7%	-24%
37	CCn1c(C)c(C(C)=O)c(N2CCN(C(=O)c3ccco3)CC2)nc1=S	i	-3%	-1%	0%	-2%	0.0	i	-0.5%	1%
38	Cc1ccc([N+](=O)[O-])cc1S(=O)(=O)Nc1ccccn1	i	0%	-5%	-2%	-13%	1.3	?	-0.1%	-10%

Other entries:
nr	Structure	Akt phos inh	MmCpn inh	A549 viability	TGFb SMAD3 inh	HepG2 viability	CCT modulator	ATXN viability	Nrf2 ARE act	Nrf2 block
41	Cc1ccc(N2C(=O)CSCC2=O)cc1	i	2%	-10%	38%[activator]	19%	-2.4	i	-0.7%	-2%
42	CCC(=O)Nc1ccc(S(=O)(=O)NC[C@H]2O[C@@H](n3cc(C)c(=O)[nH]c3=O)C[C@@H]2O)cc1	i	.	.	9%	-8%	-0.9	i	-0.1%	.
43	Cc1ccc(S(=O)(=O)C2(C(=O)N3CCN(C4CCCCC4)CC3)CC2)cc1	i	-1%	7%	-4%	3%	2.9	i	-0.7%	10%
44	C[C@H](CO)N1C[C@H](C)[C@@H](CN(C)C(=O)Nc2ccccc2)Oc2ccc(NC(=O)Cc3ccccc3)cc2C1=O	i	0%	-4%	8%	2%	-0.6	i	0.2%	16%
45	CCOC(=O)c1ccccc1NC(=O)CSc1nnnn1C1CCCCC1	i	-3%	-5%	-9%	-16%	0.3	i	-0.2%	8%
46	O=C(Nc1ccccc1)N(Cc1ccccc1)C1=NCCS1	i	0%	3%	16%	-5%	-2.6	?	3.0%	.
47	CCN1CCN(CCNC(=O)C2CCCN(Cc3nc(-c4cccc(Cl)c4)oc3C)C2)CC1 (stereo not drawn)	i	-2%	?	-16%	-39%	-0.7	?	3.8%	-13%
48	Cc1cc(C)c2c(C)c(C(=O)N3CCC(c4nc5ccccc5s4)CC3)oc2c1	.	.	0%	?	-2%	.	i	0.6%	-21%
49	Cc1ccc(S(=O)(=O)n2nc(C)cc2C)cc1	i	1%	1%	-8%	-18%	0.3	i	2.9%	26%
50	O=C(C1CCC1)N1CCc2cc(S(=O)(=O)NCc3ccccn3)ccc21	i	0%	12%	-22%	-18%	0.4	i	2.8%	6%
51	COc1ccc(S(=O)(=O)Nc2ccc(C(F)(F)F)cc2)cc1OC	i	-1%	-1%	-6%	-7%	2.3	i	-0.2%	-1%

Compounds as they come (roughly 4.4% active in at least one column).
